Screening data deposited in PubChem BioAssay by Broad Institute.
U2OS ROS induce – raises reactive oxygen species in U2OS cancer cells; U2OS ROS induction, H2DCF-DA fluorescence; ROS induction (% of piperlongumine), % at 10 µM; 46,000 compounds, 2% hits; AID 624156; in the data active = ROS induction above about 79%, passing the limit was not always enough;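 also: 0% = DMSO vehicle median and 100% = reference compound median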
Starred values were filed as active, the others as inactive. These rows are one share of the data; count on the stated rates, not on these rows.

The first three records, to show the layout:
mol,U2OS ROS induce
O=C(O)CCCCCCC(=O)N/N=C/c1cccnc1,-2
CC(N=C(NC#N)Nc1ccncc1)C(C)(C)C (stereo unspecified),-2
CC(C)(C)n1ncc2c(=O)n(Cc3ccc(Cl)cc3)cnc21,-3

The whole of this part, repeating the preview:
mol,U2OS ROS induce
O=C(O)CCCCCCC(=O)N/N=C/c1cccnc1,-2
CC(N=C(NC#N)Nc1ccncc1)C(C)(C)C (stereo unspecified),-2
CC(C)(C)n1ncc2c(=O)n(Cc3ccc(Cl)cc3)cnc21,-3
C[C@@H]1CN([C@H](C)CO)C(=O)c2cc(NC(=O)Nc3ccccc3)ccc2O[C@H]1CN(C)C(=O)Nc1ccccc1,3
Cc1ccc(S(=O)(=O)Nc2ccc3c(c2)CC(=O)N([C@H](C)CO)C[C@@H](C)[C@@H](CN(C)Cc2ccc(Oc4ccccc4)cc2)O3)cc1,18
C[C@H](CO)N1C[C@H](C)[C@H](CN(C)Cc2ccc(-c3ccccc3)cc2)Oc2c(NC(=O)C3CCOCC3)cccc2C1=O,0
O=C(O)CCN1C(=O)/C(=C/c2ccccn2)SC1=S,7
COc1ccc(CN(C)C[C@@H]2Oc3c(NC(=O)Nc4ccc(OC)cc4)cccc3C(=O)N([C@@H](C)CO)C[C@H]2C)cc1,18
O=c1c2ccccc2nc(SCc2cccc(F)c2)n1CC1CCCO1 (stereo unspecified),20
COc1ccc(C(=O)NCC(=O)Nc2ccc(C)c(Cl)c2)cc1OC,5
Cc1ccc(C(=O)Cn2c3c(sc2=N)CCCC3)cc1,25
CNC(=O)c1ccc2nc(N)sc2c1,-7
COc1ccc(C2Sc3ccccc3N(CCN(C)C)C(=O)C2OC(C)=O)cc1 (stereo unspecified),9
Cc1noc(C)c1S(=O)(=O)Nc1cccc2c1O[C@@H](CN(C)S(=O)(=O)c1ccccc1)[C@@H](C)CN([C@H](C)CO)C2=O,-11
Cn1nnnc1SCC(=O)Nc1cccc(NC(=O)C23CC4CC(CC(C4)C2)C3)c1,7
CC(C)=CCNc1ncnc2nc[nH]c12,-10
CCCC(O)C#Cc1cnc2c(c1)C(=O)N([C@H](C)CO)C[C@H](C)[C@H](CN(C)S(=O)(=O)c1ccc(F)cc1)O2 (stereo partly specified),-6
C[C@@H]1CN([C@H](C)CO)C(=O)c2cccc(N(C)C)c2O[C@@H]1CN(C)Cc1ccc2c(c1)OCO2,-12
COc1ccc(C(=O)NCCOc2cc(C)cc(C)c2)cc1OC,4
COc1ccc(C#Cc2ccc3c(c2)[C@]2(C(=O)N3)[C@H](c3ccc(O)cc3)N3[C@H](c4ccccc4)[C@H](c4ccccc4)OC(=O)[C@H]3[C@@H]2C(=O)N2CCN(c3ncccn3)CC2)cc1,0
CC(C)NC(=O)Nc1cccc2c1O[C@H](CN(C)C(=O)Nc1ccc(C(F)(F)F)cc1)[C@@H](C)CN([C@H](C)CO)C2=O,2
Cc1noc(C)c1S(=O)(=O)Nc1cccc2c1O[C@H](CN(C)C(=O)Nc1ccccc1)[C@H](C)CN([C@H](C)CO)C2=O,0
C=C1C(=O)O[C@@H]2[C@H]3C(=C)[C@@H](O[C@@H]4O[C@H](CO)[C@@H](OC(=O)/C=C/c5ccc(O)c(O)c5)[C@H](O)[C@H]4O)C[C@H]3C(=C)C[C@@H](O)[C@@H]12,25
CN(C(=O)CN1N=C(c2ccc(Cl)cc2)CCC1=O)c1ccccc1,-11
Cc1cc(C)c(NC(=O)C(CCS(C)(=O)=O)N2C(=O)c3ccc(Br)cc3C2=O)c(C)c1 (stereo unspecified),-3
CSc1ncc(Cl)c(C(=O)Nc2sc3c(c2C(=O)NCC2CCCO2)CCC3)n1 (stereo unspecified),1
C[C@H](CO)N1C[C@H](C)[C@H](CN(C)C(=O)Nc2ccc(F)cc2)Oc2ccc(N(C)C)cc2C1=O,14
Cc1ccc(S(=O)(=O)N(C)C[C@@H]2Oc3c(NC(=O)Nc4cccc5ccccc45)cccc3C(=O)N([C@@H](C)CO)C[C@H]2C)cc1,6
O=C(c1ccc(NC2=NC3CS(=O)(=O)CC3S2)cc1)N1CCCCC1 (stereo unspecified),-5
C/C(=C\CC[C@H](CO)[C@@H]1CC[C@]2(C)C3=C(CC[C@@]12C)[C@@]1(C)CCC(=O)C(C)(C)C1CC3)C(=O)O (stereo partly specified),-5
C[C@H](CO)N1C[C@H](C)[C@H](CN(C)S(C)(=O)=O)Oc2ccc(NS(C)(=O)=O)cc2CC1=O,41
C[C@H]1CN([C@@H](C)CO)C(=O)c2cc(NC(=O)C3CCCCC3)ccc2O[C@H]1CN(C)C(=O)Nc1ccc(C(F)(F)F)cc1,12
O=C(Nc1sc2c(c1C(=O)NCc1cccnc1)CCCC2)c1cccs1,73
Cc1ccc(S(=O)(=O)Nc2ccc3c(c2)C(=O)N([C@H](C)CO)C[C@@H](C)[C@H](CN(C)S(=O)(=O)c2ccccc2)O3)cc1,7
CN(C)CCCN1C(=O)[C@@]2(Cc3ccccc31)c1ccccc1C(=O)N(Cc1ccccc1C(F)(F)F)[C@H]2c1ccc(CO)cc1,5
Cc1cc(CSc2cc(C)c(Cl)cc2C)no1,-11
COc1ccc(CN(C)C[C@H]2Oc3c(NS(=O)(=O)c4ccc(C)cc4)cccc3C(=O)N([C@H](C)CO)C[C@H]2C)cc1,-1
O=S(=O)(NC1c2cccc3cccc(c23)C1Sc1nnnn1-c1ccccc1)c1ccccc1 (stereo unspecified),9
CCn1c(CNC(=O)c2ccc(OC)c(OC)c2)n[nH]c1=S,0
COc1ccc(NC(=O)N(C)C[C@@H]2Oc3ccc(NC(=O)c4ccncc4)cc3CC(=O)N([C@H](C)CO)C[C@H]2C)cc1,94*
CCCCC(CC)Cn1c(=S)[nH]c2c(sc3ccccc32)c1=O (stereo unspecified),-3
C[C@H]1CN([C@@H](C)CO)C(=O)c2cccc(NC(=O)C3CC3)c2O[C@H]1CN(C)S(=O)(=O)c1ccccc1,-6
COc1ccc(Cc2nnc(SCC(=O)C(C)(C)C)n2-c2ccc(F)cc2)cc1OC,1
Cc1cccc(C)c1N(CC(=O)N1CCN(C)CC1)S(C)(=O)=O,5
Cc1ccc(S(=O)(=O)NC(=O)N2CCC(Nc3nccc(C(F)(F)F)n3)CC2)cc1,-14
CN(C)/C=C/C(=S)c1cccs1,2
Cn1c(Cc2cccc3ccccc23)nnc1SCc1ccccc1C#N,0
CC(C)NC(=O)Nc1ccc2c(c1)CC(=O)N([C@@H](C)CO)C[C@H](C)[C@@H](CN(C)C(=O)Nc1ccc(C(F)(F)F)cc1)O2,20
Cc1ccc(OC(=O)N(C)C[C@H]2OCc3cn(nn3)CCCC(=O)N([C@@H](C)CO)C[C@@H]2C)cc1,-7
Cc1ccc(S(=O)(=O)N2CCCC(C(=O)NCCc3ccccc3)C2)cc1 (stereo unspecified),20
COc1ccccc1N1CCN(C(=O)CSc2nc3ncnc(N)c3[nH]2)CC1,-4
Cc1ccc(S(=O)(=O)Nc2ccc3c(c2)C(=O)N([C@H](C)CO)C[C@H](C)[C@H](CN(C)C(=O)NC(C)C)O3)cc1,-4
CC(C)NC(=O)N(C)C[C@H]1Oc2ccc(NC(=O)c3ccncc3)cc2CC(=O)N([C@@H](C)CO)C[C@H]1C,1
COc1ccc(S(=O)(=O)N(C)C[C@H]2Oc3ccc(NC(=O)c4ccncc4)cc3CC(=O)N([C@@H](C)CO)C[C@H]2C)cc1,1
S=C(Nc1ccccc1)c1ccccc1,20
COC(=O)c1cccc2oc3cc(CO)cc(O)c3c(=O)c12,-2
C=Cc1c(S(C)(=O)=O)sc(C(=O)Oc2ccccc2)c1C,4
C[C@H]1CN([C@@H](C)CO)C(=O)c2cc(NC(=O)Nc3ccc(F)cc3)ccc2O[C@@H]1CN(C)C,-4
C[C@H]1CN([C@@H](C)CO)C(=O)c2cccc(NS(=O)(=O)c3ccccc3)c2O[C@H]1CN(C)C,-4
N#Cc1c(N)c2ccccn2c1C(=O)c1ccc(Br)cc1,22

Shown with each value named: entries from further up
Cc1ccc(C(=O)Cn2c3c(sc2=N)CCCC3)cc1
  U2OS ROS induce: 25

CNC(=O)c1ccc2nc(N)sc2c1
  U2OS ROS induce: -7

COc1ccc(C2Sc3ccccc3N(CCN(C)C)C(=O)C2OC(C)=O)cc1 (stereo unspecified)
  U2OS ROS induce: 9

Other structures follow.
SMILES | U2OS ROS induce
N#Cc1ccccc1CSc1nc(N2CCCCC2)nc(N2CCCCC2)n1 | 9
Cc1noc(C)c1NC(=O)Nc1cccc2c1O[C@H](CN(C)Cc1ccc(Cl)c(Cl)c1)[C@@H](C)CN([C@H](C)CO)C2=O | 4
C[C@H](CO)N1C[C@H](C)[C@H](CN(C)C)Oc2c(NS(=O)(=O)c3ccc(F)cc3)cccc2C1=O | 5
C[C@@H]1CN([C@H](C)CO)C(=O)c2cccc(NC(=O)Nc3ccc4c(c3)OCO4)c2O[C@@H]1CN(C)C(=O)Nc1ccc(F)cc1 | -8
COc1ccc(S(=O)(=O)Nc2ccc3c(c2)C(=O)N([C@H](C)CO)C[C@H](C)[C@H](CN(C)C(=O)Nc2ccc(F)cc2)O3)cc1 | -13
O=C(c1ccccc1)N1CCN(c2ccccc2)CC1 | -12
Nc1nc(CN2CCN(C(=O)c3ccco3)CC2)nc(N2CCCc3ccccc32)n1 | 1
Cc1ccc(S(=O)(=O)Nc2cccc(C(=O)NC(C)(C)CO)c2)cc1 | 5
COc1ccc(-c2ccc(CCC(=O)O)n2-c2ccc(N(C)C)cc2)cc1 | 2
C[C@H]1CN([C@@H](C)CO)C(=O)Cc2cc(NC(=O)CCCN(C)C)ccc2O[C@H]1CN(C)Cc1ccc(-c2ccccc2)cc1 | 4
CC(C)NC(=O)Nc1ccc2c(c1)C(=O)N([C@H](C)CO)C[C@H](C)[C@H](CN(C)C(=O)Nc1ccc3c(c1)OCO3)OCCCC[C@@H](C)O2 | 4
Cc1c(Br)sc2sc(-c3nn(C)cc3Br)c(C)c12 | 0
Cc1ccc(S(=O)(=O)n2c(C)cc(C(=O)O)c2C)cc1 | 5
C[C@H](CO)N1C[C@H](C)[C@@H](CN(C)Cc2ccccc2)Oc2ccc(NC(=O)Nc3ccc(F)cc3)cc2C1=O | -5
Cc1oc2c(c1C(=O)NCCC(C)C)C(=O)c1ccccc1C2=O | 69
Cc1ccc(S(=O)(=O)N(C)C[C@H]2Oc3ccc(NC(=O)Nc4cccc5ccccc45)cc3CC(=O)N([C@@H](C)CO)C[C@H]2C)cc1 | 24
Cc1noc(C)c1NC(=O)Nc1ccc2c(c1)C(=O)N([C@@H](C)CO)C[C@H](C)[C@@H](CN(C)S(C)(=O)=O)O2 | -6
COc1ccccc1NC(=O)Cn1cc(C(=O)c2ccccc2F)c2ccccc21 | 33
Cc1ccc(Nc2nc(N)nc(CC(=O)CSc3nc4ccccc4s3)n2)cc1 | 27
C/C(=C/CCC(CO)C1CCC2(C)C3CCC4C(C)(C)C(OC5OC(CO)C(O)C(O)C5O)CC(O)C45CC35CCC12C)COC1OC(CO)C(O)C(O)C1O (stereo unspecified) | -17
CCCCCCCCC/C=C/C(=O)CCc1ccc(O)c(OC)c1 | 9
C[C@H]1CN([C@@H](C)CO)C(=O)c2cccc(NC(=O)c3cnccn3)c2O[C@H]1CN(C)Cc1ccccc1 | -8
COc1ccc(Br)cc1/C=N/NC(=O)c1ccccn1 | -2
O=c1oc(-c2ccccn2)nc2ccccc12 | 9
C[C@H]1CN([C@@H](C)CO)C(=O)Cc2cc(NC(=O)Cn3cnnn3)ccc2O[C@H]1CN(C)Cc1ccccc1 | -4
CC(=O)Nc1cccc(NC(=O)CSc2nnnn2C)c1 | 0
Cc1ccc(-c2ccc(=O)n(CC(=O)N3CCCCC3)n2)cc1 | -7
CNC(=S)N(Cc1ccco1)C1CC(=O)N(c2ccc(C(=O)OC)cc2)C1=O (stereo unspecified) | 16
C[C@@H]1CN([C@@H](C)CO)C(=O)CCCn2nncc2CO[C@H]1CN(C)S(=O)(=O)c1ccc(-n2cccn2)cc1 | 29
Cc1noc(C)c1S(=O)(=O)Nc1cccc2c1O[C@H](CN(C)Cc1ccc(C(=O)O)cc1)[C@@H](C)CN([C@H](C)CO)C2=O | -7
Cc1nc(SCC(=O)n2c3c(c4ccccc42)CCCC3)n[nH]1 | -25
CCOC(=O)c1ccc(/C=N/O)[n+](Cc2ccccc2)c1 | -7
C[C@@H]1CN([C@H](C)CO)C(=O)c2cc(NS(=O)(=O)c3cn(C)cn3)ccc2O[C@@H]1CN(C)Cc1ccc(-c2ccccc2)cc1 | 20
CCOc1ccc(C(=O)c2oc3ccccc3c2NC(=O)c2cc3ccccc3oc2=O)cc1 | 5
COc1ccc(S(=O)(=O)Nc2cccc3c2O[C@@H](CN(C)Cc2ccc(Cl)c(Cl)c2)[C@H](C)CN([C@@H](C)CO)C3=O)cc1 | 9
COc1ccc(NC(=O)CN(C2CCCCC2)S(C)(=O)=O)cc1OC | -10
COc1ccc(NC(=O)C2(N(Cc3ccccc3)C(=O)Cc3nc(N)n[nH]3)CCCCC2)cc1 | -9
O=C(NCc1cccnc1)C1CC(c2ccccc2Cl)=NO1 (stereo unspecified) | -10
C[C@H](CO)N1C[C@H](C)[C@H](CN(C)C(=O)Nc2ccc(F)cc2)Oc2ccc(NS(=O)(=O)c3ccccc3)cc2C1=O | 14
COc1ccccc1OC(C)C(=O)NN (stereo unspecified) | -10
